Screening results as filed in PubChem.
EPAC1 antag = qHTS for Antagonist of cAMP-regulated guanine nucleotide exchange factor 3 (EPAC1): primary screen; Rap guanine nucleotide exchange factor 3 (Homo sapiens), O95398; EPAC1 GEF assay, Rap1b-BODIPY-GDP exchange fluorescence; Potency, µM (titrated, usually from 115 µM), for the others: at the top dose activity change, negative = inhibition, hits mostly inhibitors; 360,000 tested, 0.14% active; AID 720709, 2013;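 further: potency means the concentration at half of the fitted maximal effect; plate controls were vehicle for no effect and positive control for full effect; nearly all actives have a fitted effect of over 50% in size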
WRN inhibitor = qHTS for Inhibitors of WRN Helicase; Bifunctional 3'-5' exonuclease/ATP-dependent helicase WRN (Homo sapiens), Q14191; WRN helicase unwinding, fluorescent forked duplex, kinetic; Potency, µM (highest dose often 114 µM), inactives show at the highest dose activity change, negative = inhibition, actives largely listed as inhibitors; 360,000 tested, 0.46% active; further: potency means the concentration at half of the fitted maximal effect; on the % scale 0 is the no-effect control and ±100 the full control effect; nearly all actives have a fitted effect of over 55% in size
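Kinetic fluorescence helicase assay: unwinding of a quenched forked DNA duplex (100 nM final) with 2 mM ATP final raises red fluorescence (525/598 nm). Compounds sat 15 min at room temperature with 20 nM WRN beforehand.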
CCT modulator = High-Throughput Screening for Modulators of Cytosolic Chaperonin Activity. activity change, % (no concentration beside the values), hits read low. purified chaperonin ATPase assay, HTRF ADP detection, 30 min. 360,000 tested, 0.3% active; in the data active means activity change below about -30%; further: on the % scale 0 is the no-effect control and ±100 the full control effect
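First, chaperonin was dispensed at 40 nM or 20 nM final depending on batch activity. Next, compounds were pinned at 76 uM and ATP added at 10 uM. After 30 min at 37 °C, ADP detection reagents ran 30 min at ambient temperature.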
PLK1 PBD inh = qHTS for Inhibitors of PLK1-PDB (polo-like kinase 1 - polo-box domain): Primary Screen | 360,000 tested, 2.8% active | Plk1 PBD binding of FITC phosphopeptide, fluorescence polarization | Potency, µM, without a hit: max response, negative = inhibition, usual class: inhibitors | Serine/threonine-protein kinase PLK1 (Homo sapiens), P53350; further: potency means the concentration at half of the fitted maximal effect; series mostly up to about 57 µM; on the % scale 0 is the no-effect control and ±100 the full control effect; nearly all actives have a fitted effect of over 65% in size
EPAC2 antagonist = qHTS for Antagonist of cAMP-regulated guanine nucleotide exchange factor 2 (EPAC2): primary screen; EPAC2 GEF exchange of Rap1B-BODIPY-GDP, fluorescence; AID 720708, 2013; 360,000 tested, 0.18% active; Potency, µM (top dose mostly 114 µM), for inactives: top-dose activity, negative = inhibition, hits mostly inhibitors; Rap guanine nucleotide exchange factor 4 (Homo sapiens), Q8WZA2; further: potency means the concentration at half of the fitted maximal effect; on the % scale 0 is the no-effect control and ±100 the full control effect; nearly all actives have a fitted effect of over 45% in size; many of its hits are not listed in these tables
Target sequence (Q8WZA2 whole entry, looked up): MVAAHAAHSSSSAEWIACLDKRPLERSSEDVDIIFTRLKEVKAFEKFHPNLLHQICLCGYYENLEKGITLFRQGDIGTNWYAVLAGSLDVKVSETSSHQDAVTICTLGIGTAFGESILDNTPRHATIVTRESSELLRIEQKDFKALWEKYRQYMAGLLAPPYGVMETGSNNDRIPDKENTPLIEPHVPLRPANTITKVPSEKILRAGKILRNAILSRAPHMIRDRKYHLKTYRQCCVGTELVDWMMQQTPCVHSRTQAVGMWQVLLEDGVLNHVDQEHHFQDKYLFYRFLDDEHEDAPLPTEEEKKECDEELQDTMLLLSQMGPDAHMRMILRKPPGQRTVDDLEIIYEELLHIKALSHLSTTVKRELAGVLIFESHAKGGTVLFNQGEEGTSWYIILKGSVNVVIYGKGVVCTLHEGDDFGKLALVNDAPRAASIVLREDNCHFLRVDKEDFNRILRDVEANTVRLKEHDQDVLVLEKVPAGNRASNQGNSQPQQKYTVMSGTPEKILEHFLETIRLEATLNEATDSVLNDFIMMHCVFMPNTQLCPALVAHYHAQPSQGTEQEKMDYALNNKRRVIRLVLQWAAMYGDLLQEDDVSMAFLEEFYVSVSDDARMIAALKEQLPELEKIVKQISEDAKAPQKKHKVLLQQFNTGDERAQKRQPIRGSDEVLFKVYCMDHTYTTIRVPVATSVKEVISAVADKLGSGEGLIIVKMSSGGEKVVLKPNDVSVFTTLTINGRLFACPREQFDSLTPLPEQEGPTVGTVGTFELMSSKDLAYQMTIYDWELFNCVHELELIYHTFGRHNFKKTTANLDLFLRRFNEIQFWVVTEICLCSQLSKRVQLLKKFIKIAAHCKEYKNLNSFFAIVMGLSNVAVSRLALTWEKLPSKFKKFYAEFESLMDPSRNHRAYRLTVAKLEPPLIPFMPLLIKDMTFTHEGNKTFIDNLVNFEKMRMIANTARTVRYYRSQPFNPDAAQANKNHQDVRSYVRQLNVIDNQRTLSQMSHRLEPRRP
EPAC1 ag = qHTS for Agonist of cAMP-regulated guanine nucleotide exchange factor 3 (EPAC1): primary screen; EPAC1 agonist qHTS, biochemical assay; response scale: 100% = response to 6.5 mM cAMP; Potency, µM (series often up to 154 µM), for the others: top-dose activation, most hits filed as activators; 360,000 tested, 0.073% active; AID 720707, 2013; further: potency means the concentration at half of the fitted maximal effect; nearly all actives have a fitted effect of over 60% in size
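Normalized to 6.5 mM cAMP, activity reflects EPAC1-catalysed release of BODIPY-GDP from Rap1B, followed kinetically over 30 min at 480 nm excitation, 540 nm emission. Reaction contained 100 nM EPAC1, 250 nM Rap1B-BODIPY-GDP, 50 uM GDP.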
Mm-Cpn inhibitor = Inhibitors of TCP-1 ring complex (TRiC) of Methanococcus maripaludis (MmCpn): qHTS; Chaperonin Mm-Cpn (Methanococcus maripaludis); purified Mm-Cpn ATPase, ADP Transcreener TR-FRET; Potency, µM (doses to about 76.9 µM), for the others: top-dose activity, negative = inhibition, usual class: inhibitors; 330,000 tested, 0.031% active; further: potency means the concentration at half of the fitted maximal effect; on the % scale 0 is the no-effect control and ±100 the full control effect; nearly all actives have a fitted effect of over 80% in size
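ATP (10 uM final) was added to archaeal chaperonin (25 nM final) after 10 min exposure to test compound at 37°C; after 30 min further incubation, ADP was detected by competitive TR-FRET.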
PI5P4Ka inh = qHTS for Inhibitors of phosphatidylinositol 5-phosphate 4-kinase (PI5P4K); Phosphatidylinositol 5-phosphate 4-kinase type-2 alpha (Homo sapiens), P48426; PI5P4Kalpha enzyme, ADP-Glo luminescence, 60 min; stronger effect = lower value; max response, %; 330,000 tested, 1.2% active; AID 652105, 2013; active means max response of -50% or lower; inconclusive means between -30% and -50%; inactive means -30% or higher; further: value at the top dose of about 77 µM; on the % scale 0 is the no-effect control and ±100 the full control effect
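Human PI5P4Kalpha with substrate in 0.038 M HEPES pH 7.4, 0.28 mM EGTA, 0.1% CHAPS, 5% DMSO; reaction started with 5 microM ATP (final), 60 min at room temperature. ADP formed read by ADP-Glo luminescence.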
Numbers without * were called inactive; ? = inconclusive; / = not tested or not shown; [ ] = dose if it differs, or a comment. Unless noted, the call rests on the fitted dose curve; in most records, active means well fitted curve in the direction sought with a large enough effect; inconclusive means small, poorly fitted or top-dose-only effect, or another doubt; inactive means no such curve, though single readings can be large; an effect the other way counts as inactive or inconclusive. This is a subset; rates above refer to the full screens.

cpd	compound	EPAC1 antag	WRN inhibitor	CCT modulator	PLK1 PBD inh
1	CCOC(=O)Cn1nnnc1CN(Cc1ccc(OC)cc1)Cc1cc2cc(CC)ccc2[nH]c1=O	-4%	-19%[57.1 µM]	-5.9	-8%
2	Cc1cc(NC(=O)CSc2ncnc3ccccc23)no1	-6%	1%	-1.0	-16%
3	Cc1ccccc1Cn1cnc2c(nnn2Cc2ccc(F)cc2)c1=O	-4%	-3%	-1.2	-4%
4	CCOC(=O)c1cnc2ccc(C)cn2c1=O	10%	-2%	1.7	-1%
5	O=C(CCS(=O)(=O)c1ccc2c(c1)NC(=O)CS2)NCc1ccccc1Cl	-13%	-3%	-0.1	2%
6	CC(C)[C@H](NC(=O)OCc1ccccc1)C(=O)NC(C=O)Cc1ccccc1 (stereo not given in full)	-4%	6%	-1.3	-13%
7	COc1cc(CC(=O)OCC(=O)c2c[nH]c3ccccc23)cc(OC)c1OC	-21%	5%	-1.9	-9%
8	Cc1ccc(Br)cc1S(=O)(=O)N1CCN(c2ccccc2)CC1	5%	-2%	-9.9	0%

cpd	EPAC2 antagonist	EPAC1 ag	Mm-Cpn inhibitor	PI5P4Ka inh
1	-12%	16%	-2%	/
2	0%	-19%	0%	1
3	7%	-4%	1%	/
4	24%	-11%	-3%	3
5	3%	-1%	0%	-8
6	12%	-3%	-2%	0
7	-17%	5%	-1%	-2
8	-4%	-2%	-2%	2

Molecules from the list above that contain sulfur (three):
cpd	compound	EPAC1 antag	WRN inhibitor	CCT modulator	PLK1 PBD inh
2	Cc1cc(NC(=O)CSc2ncnc3ccccc23)no1	-6%	1%	-1.0	-16%
5	O=C(CCS(=O)(=O)c1ccc2c(c1)NC(=O)CS2)NCc1ccccc1Cl	-13%	-3%	-0.1	2%
8	Cc1ccc(Br)cc1S(=O)(=O)N1CCN(c2ccccc2)CC1	5%	-2%	-9.9	0%

cpd	EPAC2 antagonist	EPAC1 ag	Mm-Cpn inhibitor	PI5P4Ka inh
2	0%	-19%	0%	1
5	3%	-1%	0%	-8
8	-4%	-2%	-2%	2

2 compounds from above with just CCT modulator, EPAC2 antagonist and WRN inhibitor:
| entry | structure | CCT modulator | EPAC2 antagonist | WRN inhibitor |
| --- | --- | --- | --- | --- |
| 4 | CCOC(=O)c1cnc2ccc(C)cn2c1=O | 1.7 | 24% | -2% |
| 5 | O=C(CCS(=O)(=O)c1ccc2c(c1)NC(=O)CS2)NCc1ccccc1Cl | -0.1 | 3% | -3% |

The list continues:
cpd	compound	EPAC1 antag	WRN inhibitor	CCT modulator	PLK1 PBD inh
9	COc1ccc2nc3c(cc2c1)c(NC(=O)C1CCCO1)nn3CC(C)C (stereo not given)	-20%	-27%	0.8	-8%
10	COCCn1nnnc1CN1CCC(O)(c2cccc(C(F)(F)F)c2)CC1	-6%	5%	-2.3	-8%
11	CCCOC(=O)CN1C(=O)c2ccccc2C1=O	2%	0%	1.2	-5%
12	O=C1CCC(=O)N1c1nc2nc(-c3ccccc3)cc(=O)n2[nH]1	-8%	-3%	-1.6	-10%
13	Cc1cccc(CSc2nnc(NC(=O)c3ccco3)s2)c1	-2%	-1%	2.6	-5%
14	Cc1c(NC(=O)C(C)OC(=O)CCOc2ccccc2)c(=O)n(-c2ccccc2)n1C (stereo not given)	7%	-9%	-1.6	-7%
15	Cc1ccc(N(CC(=O)NC(C)(C)C)C(=O)CCC(=O)Nc2nccs2)c(C)c1	18%	-1%	2.4	5%
16	CCCNS(=O)(=O)c1cc2c3c(c1)CCN3C(=O)CC2	-8%	-4%	-1.0	-13%

cpd	EPAC2 antagonist	EPAC1 ag	Mm-Cpn inhibitor	PI5P4Ka inh
9	-11%	1%	-5%	-5
10	-1%	4%	-3%	/
11	23%	0%	2%	7
12	-3%	1%	1%	-21
13	7%	-3%	-1%	/
14	-3%	-52%[inhibitor]	2%	3
15	5%	-2%	0%	15
16	-4%	1%	-1%	1

Further compounds.
cpd	compound	EPAC1 antag	WRN inhibitor	CCT modulator	PLK1 PBD inh
17	CCCCC(=O)NC1=NC(=O)C(C)(C)S1	15%	-7%	1.9	0%
18	Cc1cccc(C2CC(c3ccc(F)cc3)Nc3nc(N)nn32)c1 (stereo not given)	-7%	2%	1.2	-14%
19	CCOc1ccc(S(=O)(=O)N2CCC(C(=O)NCc3ccncc3)CC2)cc1C	8%	3%	1.7	1%
20	CCOC(=O)c1sc2cccc(F)c2c1N	-8%	-5%	1.3	-3%
21	COc1ccc2nc(NC(=O)Nc3cccc4ccccc34)sc2c1	-21%	-3%	-0.6	-18%
22	COc1ccccc1OCC(=O)Nc1ccc(S(=O)(=O)N(C)c2ccccc2)cc1	1%	-8%	1.1	-5%
23	CC1CCCN(Cc2nc3c(c(=O)n(C)c(=O)n3C)n2CCCc2ccccc2)C1 (stereo not given)	-2%	-3%	1.3	0%
24	COc1ccc(N2CCN(C(=O)c3cc(-c4cc(OC)ccc4OC)nc4ccccc34)CC2)cc1	1%	-18%	0.9	1%

cpd	EPAC2 antagonist	EPAC1 ag	Mm-Cpn inhibitor	PI5P4Ka inh
17	13%	-1%	0%	/
18	-7%	0%	2%	0
19	-6%	1%	2%	-5
20	-16%	2%	-1%	26
21	5%	-13%	-2%	0
22	-4%	12%	-4%	0
23	-6%	-5%	-2%	-1
24	4%	-4%	2%	7

More entries follow:
cpd	compound	EPAC1 antag	WRN inhibitor	CCT modulator	PLK1 PBD inh
25	Cc1ccc(N2CC(C(=O)Oc3cccc(N4C(=O)CCC4=O)c3)CC2=O)cc1 (stereo not given)	-5%	1%	-1.1	-18%
26	COc1ccccc1NC(=O)Cn1cnc2c(nc3n2CCCCC3)c1=O	-2%	-1%	-2.8	-14%
27	O=[N+]([O-])c1cc(S(=O)(=O)C(F)(F)F)ccc1Sc1nc2ccccc2[nH]1	?	?	-2.6	?
28	CO/N=C/NC(=O)c1c(OC)ccnc1Oc1cccc(C(F)(F)F)c1	0%	0%	-0.8	-10%
29	CCN(CCn1cccn1)Cc1nc(Cc2cccc(F)c2)no1	-12%	-10%	-0.3	-5%
30	Cc1c(C(=O)N2CCCC2)c(S(=O)(=O)Nc2ccccc2Cl)c(C)n1C	-2%	2%	-1.0	-19%
31	CC1(C)CN(c2ccccc2)N(C(=O)c2ccc(F)cc2)C1=O	5%	4%	-2.8	-6%
32	CCCCOc1ccc(NC(=O)c2cnc(C)cn2)cc1	-8%	6%	1.8	-6%

cpd	EPAC2 antagonist	EPAC1 ag	Mm-Cpn inhibitor	PI5P4Ka inh
25	0%	5%	2%	/
26	0%	8%	2%	3
27	-11%	-2%	-2%	1
28	-1%	1%	0%	/
29	-3%	1%	1%	4
30	5%	10%	2%	3
31	6%	-2%	1%	/
32	-1%	13%	2%	-1

(list continues)
cpd	compound	EPAC1 antag	WRN inhibitor	CCT modulator	PLK1 PBD inh
33	CC(=O)c1ccc(N2CCN(C(=O)c3ccccc3SCC(=O)NCc3ccco3)CC2)c(F)c1	-10%	8%	-3.3	-17%
34	CCN(CC(=O)Nc1cc(Cl)ccc1C)C(=O)c1ccc2c(=O)n3c(nc2c1)CCC3	5%	-4%	-1.7	-3%
35	Cc1ccc(S(=O)(=O)c2c(C)nn(-c3ccccc3)c2OC(=O)c2ccco2)cc1	8%	-21%	-1.4	-20%
36	Cn1ncc([N+](=O)[O-])c1C(=O)N1CCCCCC1	45%[activator]	11%	0.9	0%
37	COc1ccc(-n2cc(-c3ccccc3)[n+]3c2CCCCC3)cc1	-1%	5%	1.2	-12%
38	Cc1ccccc1S(=O)(=O)NCC1CCCO1 (stereo not given)	-8%	-29%	0.3	-8%
39	COc1ccc[nH]c1=O	3%	2%	0.3	-5%
40	COc1ccc(CN(C(=O)c2cccc(OC)c2)C2CCS(=O)(=O)C2)cc1 (stereo not given)	6%	-8%	-0.9	-12%

cpd	EPAC2 antagonist	EPAC1 ag	Mm-Cpn inhibitor	PI5P4Ka inh
33	3%	2%	/	-6
34	-2%	5%	-24%	1
35	0%	12%	1%	1
36	10%	-2%	-5%	-1
37	4%	3%	2%	-2
38	1%	12%	-1%	-4
39	7%	-8%	-1%	/
40	1%	6%	2%	3

(cont.)
cpd	compound	EPAC1 antag	WRN inhibitor	CCT modulator	PLK1 PBD inh
41	Cc1noc(C)c1S(=O)(=O)Nc1c(C)n(C)n(-c2ccccc2)c1=O	2%	-1%[57.1 µM]	0.2	-4%
42	COc1ccc(N=Nc2[nH]c3ccc(C)cc3c2O)cc1	8%	7%	-0.3	7%
43	O=C(COc1ccc([N+](=O)[O-])cc1)NCC(c1cccs1)N1CCOCC1 (stereo not given)	-13%	-7%	-2.2	-3%
44	O=C(CN1CCN(c2ccc(F)cc2)CC1)Nc1cccc(C(F)(F)F)c1	-9%	-34%[57.1 µM]	-1.3	-9%
45	CN1C(=O)C2(C(C#N)=C(N)Oc3c2oc(CO)cc3=O)c2ccccc21 (stereo not given)	10%	-3%	-3.7	-1%
46	CN(CC(=O)Nc1ccc(F)cc1)C(=O)COC(=O)c1cc(S(=O)(=O)N(C)C)ccc1N1CCCC1	?	-6%	0.2	-1%
47	COc1cc(Cl)cc(/C=N/NC(N)=O)c1O	-7%	-6%	-4.8	-15%
48	CCc1sc(/C=C(/C#N)C(N)=S)cc1[N+](=O)[O-]	?	?	-2.1	5.3µM*

cpd	EPAC2 antagonist	EPAC1 ag	Mm-Cpn inhibitor	PI5P4Ka inh
41	-1%	-2%	/	3
42	10%	0%	0%	-5
43	0%	0%	0%	3
44	-17%	6%	0%	2
45	5%	4%	0%	/
46	-2%	-2%	0%	6
47	-7%	13%	0%	-3
48	-14%	5%	0%	-83*
